HKDC1 inhibitor: blocks human hexokinase HKDC1 activity; inhibition, % at 20 µM; recombinant HKDC1, G6PDH/diaphorase resazurin coupled fluorescence; Q2TB90; 340,000 tested, 0.16% active;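 active = inhibition above about 35% when tested at 20 µM, limit read from the data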;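 also: plate controls were DMSO wells with enzyme for no effect and DMSO wells lacking enzyme for full effect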
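Assay system: in-house recombinant HK5 (HKDC1) enzyme. Input: HKDC1 at 5 µg/mL. Medium: Tris pH 8.0 buffer with MgCl2, Tween-20, BSA, BME. Dosing: single 20 µM dose. Schedule: 90 min reaction incubation at room temperature, dark. Signal: resazurin-to-resorufin fluorescence via G6PDH and diaphorase coupling, 525/613 nm. Controls: DMSO-enzyme wells negative, buffer-substituted wells positive.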
SENP8 inh: SENP8 (human) protease inhibition; Q96LD8; recombinant SENP8, Nedd8 substrate fluorescence; inhibition, % at 20 µM; 360,000 tested, 0.64% active; AID 602440; in the data active = inhibition mostly above about 40%, no sharp cut-off; inactive = mostly below about 27%
Target sequence (Q96LD8 whole entry, looked up): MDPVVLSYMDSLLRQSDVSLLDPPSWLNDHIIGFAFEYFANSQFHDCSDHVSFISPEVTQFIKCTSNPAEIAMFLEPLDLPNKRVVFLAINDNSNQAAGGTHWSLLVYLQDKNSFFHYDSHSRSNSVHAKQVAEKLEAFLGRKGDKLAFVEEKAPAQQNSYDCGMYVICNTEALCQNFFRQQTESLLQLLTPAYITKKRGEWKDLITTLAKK
SENP7 inh: blocks the human protease SENP7. Q9BQF6. recombinant SENP7, Z-RLRGG-aminoluciferin luminescence, 40 min. inhibition, % at 5 µM. 330,000 tested, 1.5% active. AID 434973;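 active = inhibition above about 50% at the single test dose, limit read from the data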;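 also: plate controls were DMSO with enzyme for no effect and no enzyme buffer wells for full effect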
Target sequence (Q9BQF6 706-1050 limits assumed): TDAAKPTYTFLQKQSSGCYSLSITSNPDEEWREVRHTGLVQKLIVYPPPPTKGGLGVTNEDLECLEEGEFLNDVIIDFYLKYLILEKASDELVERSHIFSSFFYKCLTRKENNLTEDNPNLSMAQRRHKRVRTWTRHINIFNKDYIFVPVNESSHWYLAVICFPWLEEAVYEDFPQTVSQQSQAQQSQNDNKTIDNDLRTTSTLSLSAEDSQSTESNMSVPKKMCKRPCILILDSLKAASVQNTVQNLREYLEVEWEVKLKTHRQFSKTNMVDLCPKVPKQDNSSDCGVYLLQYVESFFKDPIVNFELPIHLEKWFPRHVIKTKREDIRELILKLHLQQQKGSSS
GRIN3A LBD mod: modulators (binders) of human NR3A ligand-binding domain; 340,000 tested, 2.5% active; NR3A LBD differential scanning fluorimetry, Tm shift; 0% = protein alone, 100% = glycine-bound protein; Tm shift relative to glycine control, % at 25 µM; AID 1259313;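 active = melting temperature shift of at least 10% of the positive control shift, at one fixed dose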
ATG4B inhibitor: ATG4B (human) cysteine protease inhibition; Q9Y4P1; 340,000 tested, 0.51% active; inhibition, % at 8.33 µM; ATG4B cleavage of LC3-PLA2, NBD-HPC fluorescence, 1 h; in the data active = inhibition above about 40%
Target sequence (Q9Y4P1 whole entry, looked up): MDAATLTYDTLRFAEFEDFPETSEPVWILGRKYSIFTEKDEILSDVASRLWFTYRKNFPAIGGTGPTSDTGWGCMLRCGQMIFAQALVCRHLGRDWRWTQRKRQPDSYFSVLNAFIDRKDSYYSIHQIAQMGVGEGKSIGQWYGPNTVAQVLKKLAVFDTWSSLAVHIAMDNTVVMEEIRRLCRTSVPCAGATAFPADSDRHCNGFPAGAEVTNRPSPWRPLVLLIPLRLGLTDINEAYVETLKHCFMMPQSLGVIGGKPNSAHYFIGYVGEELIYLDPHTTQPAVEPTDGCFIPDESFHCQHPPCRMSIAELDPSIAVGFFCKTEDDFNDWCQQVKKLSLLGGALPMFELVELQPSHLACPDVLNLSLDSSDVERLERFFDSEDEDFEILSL
PfGluPho inh: PfG6PD (Plasmodium falciparum) enzyme inhibition; AID 504690; 350,000 tested, 0.78% active; PfGluPho enzyme, NADPH resazurin-diaphorase fluorescence; inhibition, % at 20 µM;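 active = inhibition reaching at least a set limit at 20 µM in the primary screen, cut at about 59% in these data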;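 also: 0% = DMSO wells with substrate and 100% = DMSO wells lacking glucose-6-phosphate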
SENP6 inh: SENP6 protease inhibition; Recombinant SENP6 catalytic domain, aminoluciferin luminescence; inhibition, % at 10 µM; 330,000 tested, 1.8% active;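 active = inhibition above about 50% at the single tested dose, limit read from the data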;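 also: plate controls were DMSO wells with enzyme for no effect and DMSO wells lacking enzyme for full effect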
MPTP inh: inhibitors of mitochondrial permeability transition pore; inhibition, % at 10 µM; isolated mouse mitochondria, Ca2+ swelling absorbance, 30 min; 360,000 tested, 1.4% active; AID 602449;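 active = inhibition of 50% or more, scaled per plate between neutral and stimulator controls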;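 also: 0% = DMSO wells given calcium and 100% = 1 mM EGTA wells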
Active calls of the source: *; i = inactive; / = no result given.

SMILES	HKDC1 inhibitor	SENP8 inh	SENP7 inh	GRIN3A LBD mod	ATG4B inhibitor	PfGluPho inh	SENP6 inh	MPTP inh
O=C(CNS(=O)(=O)c1ccccc1)Nc1ccc(C(F)(F)F)cc1	14	5	-2	-1	14	4	-1	-1.0
O=C(NCCCN1CCC(Cc2ccccc2)CC1)c1ccc2nc(N3CCOCC3)sc2c1	-7	37	11	-1	-12	12	0	6.2
CC(CNc1ccc([N+](=O)[O-])c2cccnc12)Nc1c([N+](=O)[O-])cc(C(F)(F)F)cc1[N+](=O)[O-] (stereo unspecified)	1	23	7	-12	-6	-3	9	2.2
COc1ccc(CCNC(=O)C/C(C)=N/NC(=O)c2ccc([N+](=O)[O-])cc2Cl)cc1OC	5	10	5	-1	-1	-9	2	-1.1
Cc1ccc(NC(=O)/C(=C\c2cccnc2)NC(=O)c2ccco2)cc1	-7	20	-7	-2	-5	-5	-19	0.3
O=C1[C@H]2CC3C=CC2(O3)[C@@H]2OCCCN12 (stereo partly specified)	-1	0	4	-2	-1	-5	4	0.6
Cc1ccc(S(=O)(=O)N2CCN(C(=O)COC(=O)CCOc3ccc(C(C)(C)C)cc3)CC2)cc1	-2	16	2	1	-7	-34	3	1.0
COc1ccccc1CN(CC(=O)NCc1ccc(F)cc1)C(=O)c1csnn1	-5	18	-1	-1	-2	0	-2	-0.1
CCn1c(SC(C)C(=O)N2CCOCC2)nc2sc(C)c(C)c2c1=O (stereo unspecified)	2	14	13	0	1	-12	-18	0.7
COC(=O)c1ccc(C2c3[nH]c4ccccc4c3C[C@H]3C(=O)N(C)CC(=O)N23)cc1 (stereo partly specified)	4	-32	0	2	-18	15	16	0.1
O=C(CNC(=O)c1ccc(Br)o1)NCC(=O)OCc1ccccc1	-3	-4	-19	1	-3	-13	-8	0.8
COc1ccc(NC(=O)CNC(=O)c2nn(-c3ccc(OC)c(Cl)c3)c(=O)c3ccccc23)c(OC)c1	-4	-87	-8	-1	1	3	16	2.5

Overlap with the part before: 6 compounds; new compounds follow.
SMILES	HKDC1 inhibitor	SENP8 inh	SENP7 inh	GRIN3A LBD mod	ATG4B inhibitor	PfGluPho inh	SENP6 inh	MPTP inh
Cc1ccc(S(=O)(=O)N2CCN(C(=O)COC(=O)CCOc3ccc(C(C)(C)C)cc3)CC2)cc1	-2	16	2	1	-7	-34	3	1.0
COc1ccccc1CN(CC(=O)NCc1ccc(F)cc1)C(=O)c1csnn1	-5	18	-1	-1	-2	0	-2	-0.1
CCn1c(SC(C)C(=O)N2CCOCC2)nc2sc(C)c(C)c2c1=O (stereo unspecified)	2	14	13	0	1	-12	-18	0.7
COC(=O)c1ccc(C2c3[nH]c4ccccc4c3C[C@H]3C(=O)N(C)CC(=O)N23)cc1 (stereo partly specified)	4	-32	0	2	-18	15	16	0.1
O=C(CNC(=O)c1ccc(Br)o1)NCC(=O)OCc1ccccc1	-3	-4	-19	1	-3	-13	-8	0.8
COc1ccc(NC(=O)CNC(=O)c2nn(-c3ccc(OC)c(Cl)c3)c(=O)c3ccccc23)c(OC)c1	-4	-87	-8	-1	1	3	16	2.5
COc1ccc(CNC(=O)CN(c2cccc(OC)c2)S(C)(=O)=O)cc1	1	6	8	0	4	-6	-6	-2.0
CC(=O)NS(=O)(=O)c1ccc(N2C(=O)c3ccccc3C2=O)cc1	-6	2	1	2	0	-7	-5	-2.2
CCCOC(=O)/C(=C\C=C\c1ccccc1)NC(=O)c1ccccc1	-3	-40	-2	0	-1	-12	2	-1.4
Cc1ccc(NC(=O)c2ncn(CC(=O)NCc3ccc4[nH]ccc4c3)n2)cc1C	-3	15	1	-1	-12	4	/	0.9
O=C(COc1ccccc1Br)N1CCNC1=O	-2	21	-8	5	1	0	-2	0.0
Cc1ccc(S(=O)(=O)n2nc(OC(=O)c3cccc(F)c3)cc2N)cc1	1	10	-1	1	1	21	-26	-0.5
CC(C)CCN=CC1=C(O)CC(c2ccccc2)CC1=O (stereo unspecified)	-9	10	-12	-2	0	-9	-5	-0.2
Cn1nccc1C(=O)OCC(=O)Nc1nc(-c2ccccc2)cs1	-7	-3	8	-2	-9	22	-2	1.8
CC[C@]1(C(=O)OC)[C@H]2C(=O)N(C)C(=O)[C@H]2[C@H]2CN=C(SCc3ccc(C)cc3)N21	-4	9	2	3	1	12	/	0.3
CCCCCn1c(=O)c(Cc2ccccc2)c(O)c2ccccc21	0	-64	1	-5	2	-8	-11	4.8
O=C(CSc1nnc(-c2ccc(F)cc2)o1)c1ccc2c(c1)OCCO2	-11	17	-4	-14	-6	-11	-29	1.2
Cc1cc(C(=O)CN2CCN(CC(=O)Nc3cccc(F)c3)CC2)c(C)n1C1CC1	6	0	1	0	-12	15	-4	0.5
CC(C)[C@H](NC(=O)OCc1ccccc1)C(=O)OCC(=O)N1CCCCC1	-3	4	/	-4	0	-14	/	0.3
O=C1c2ccccc2S(=O)(=O)c2cc(C(=O)N3CCN(c4ccc(Cl)cn4)CC3)ccc21	6	13	-3	0	-9	14	-2	-0.4
CSc1ccc(CCNC(=O)c2ccc(CS(=O)Cc3ccc(Cl)cc3)o2)cc1 (stereo unspecified)	-2	6	-3	-1	-6	-8	3	-0.1
COC(=O)c1ccc(NS(=O)(=O)c2cc3c4c(c2)CCC(=O)N4CCC3)cc1	-1	4	-11	5	4	-34	-6	0.5
COC(=O)C(c1ccccc1)C1(O)CC(C)N(C)CC1C (stereo unspecified)	-6	10	-1	1	3	-23	1	-0.7
CCC(C)C(NC(=O)CCC(=O)OCC(=O)[C@@]1(O)CCC2[C@@H]3CCC4=CC(=O)C=C[C@]4(C)C3[C@@H](O)C[C@@]21C)C(=O)O (stereo partly specified)	2	18	7	7	-7	-7	11	0.4
COC(=O)Cc1cc(=O)n(-c2ccccc2)[nH]1	10	15	7	0	-1	-20	-12	-0.7
CCOC(=O)c1ccccc1NC(=O)CSc1nc2ccncc2[nH]1	1	-98	-3	-3	-2	-14	-15	1.5
O=c1cc(NC2CCCCC2)c2ccccc2o1	10	5	5	-5	1	-6	-3	0.8
COc1ccc(NC(=O)CCNS(=O)(=O)c2ccc(Cl)c([N+](=O)[O-])c2)cc1S(N)(=O)=O	1	13	5	-8	5	3	-14	0.0
Cc1ccc(S(=O)(=O)NNC(=O)c2ccccc2O)cc1	-8	-16	0	1	-6	-28	-7	-6.3
COc1ccc(CCNC2=C(Cl)C(=O)N(CCc3ccccc3)C2=O)cc1OC	3	-53	2	-4	12	3	5	0.3
O=c1[nH]c2ccc(S(=O)(=O)Nc3ccc(Cl)cc3)cc2[nH]1	-1	29	-7	1	2	-4	7	0.4
CCc1noc(C)c1C(=O)N(CCOC)c1c(N)n(CC(C)C)c(=O)[nH]c1=O	-4	-6	-6	0	-6	21	-6	-1.2
CCOC(=O)C1CN(S(=O)(=O)c2ccccc2)c2cc(S(=O)(=O)CC)ccc2O1 (stereo unspecified)	1	12	3	-1	-5	-4	4	-0.2
COc1ccc(C(=O)N/C(=C\c2ccccc2)C(=O)Nc2ccc(C(=O)O)cc2)cc1	-4	9	-3	-4	3	-19	-5	0.8
CN1C(=O)c2cccc3c(S(=O)(=O)N(C)C)ccc1c23	1	-303	1	0	2	18	12	1.0
NCCCn1c(C(=O)c2ccc(Cl)cc2)c2ccc(C(F)(F)F)cc2[n+]1[O-]	-4	-30	-7	1	-2	-4	-20	65*
CCOC(=O)C1(Cc2cccc(OC)c2)CCN(Cc2ccc(OC)c(O)c2)CC1	6	11	3	0	10	20	-12	4.1
Clc1ccc(SCCOCCN2CCCCCC2)cc1	6	21	7	0	0	-6	5	5.0
O=C(NNC(=S)NC(=O)c1cccs1)c1ccc(NC(=O)c2ccccc2)cc1	-17	16	4	23*	7	-22	-13	8.7
O=C(CN1CCCN(Cc2ccc(F)cc2Cl)C1=O)NC1CCCC1	-4	13	-3	-2	-5	-9	-11	3.4
CCCNC(=O)c1ccccc1C(=O)NCCC	-6	17	-7	3	1	-3	-24	1.7
Cc1nc2ccc(S(=O)(=O)N(C)CC(=O)N3CCc4ccccc43)cc2s1	-10	6	0	0	-11	-20	-10	-2.8
COc1ccc(CCNC(=O)COC(=O)c2cnccn2)cc1	-7	1	-7	0	2	-12	-7	1.8
COc1ccc(-c2nnc(Nc3nc4c(OC)cccc4s3)o2)c(OC)c1	-2	-283	26	-6	25	-13	18	0.8
CC1=C[C@@H](C)[C@@H](c2ccc(C(F)(F)F)cc2)OC1=O	-3	11	0	-4	8	-4	-6	-0.5
Cc1ccc(OCCCC(=O)Nc2nnc(C3CCCO3)s2)c(C)c1 (stereo unspecified)	-6	6	0	-3	-7	7	-2	-0.7
CN(C)c1cccc(N(C)C)c1CNC(=O)NC(=O)c1c(F)cccc1F	5	7	12	-1	7	7	1	-2.9
COc1cc(CN2CCNC(=O)C2CC(=O)N2CCCO2)cc(OC)c1 (stereo unspecified)	-9	-93	-7	-2	26	-8	-1	-0.7
COCCNC(=O)C(c1ccc(F)cc1)N(Cc1ccco1)C(=O)CCC(=O)Nc1nccs1 (stereo unspecified)	-7	30	-8	0	4	-8	-8	3.8
CN1CCN(C(=O)c2cnn3c(C(F)(F)F)cc(-c4ccc5c(c4)OCO5)nc23)CC1	7	-172	-2	0	19	8	11	5.7
CCn1c(SCC(=O)NCc2ccccc2)nc2nc3c(cc2c1=O)CCCC3	0	15	-2	-1	-5	-2	-2	0.2
CN(c1ccccc1)S(=O)(=O)c1cccc(C(=O)NNC(=O)c2ccccc2)c1	-3	0	0	0	1	10	0	56*
Cc1cc(OCC(=O)Nc2ccccc2F)nc(C(C)C)n1	-4	12	-2	-4	9	-17	-10	-1.1
CCn1c(Cc2ccccc2)nnc1SCC(=O)Nc1nc2ccccc2s1	-2	13	-2	1	-8	-17	-3	0.5
COc1ccc(-c2oc3ccccc3c2C(=O)OCc2ccc(O)cc2)cc1	3	i	6	-16	13	2	-5	-0.2
Cc1cc(C(F)F)n2ncc(C(=O)NCc3ccccc3C(F)(F)F)c2n1	-1	-125	3	0	-6	-23	-1	-1.2
CC1CCCCC1N1CCN(C(=O)c2cccc(F)c2)CC1 (stereo unspecified)	-1	8	6	0	-8	-8	-8	0.8
Cc1ccc(C(=O)N/N=C/c2ccc(-c3ccccc3[N+](=O)[O-])o2)cn1	8	2	30	2	-13	29	65*	1.0

In the list so far, these have a nitro group on carbon.
SMILES	HKDC1 inhibitor	SENP8 inh	SENP7 inh	GRIN3A LBD mod	ATG4B inhibitor	PfGluPho inh	SENP6 inh	MPTP inh
CC(CNc1ccc([N+](=O)[O-])c2cccnc12)Nc1c([N+](=O)[O-])cc(C(F)(F)F)cc1[N+](=O)[O-] (stereo unspecified)	1	23	7	-12	-6	-3	9	2.2
COc1ccc(CCNC(=O)C/C(C)=N/NC(=O)c2ccc([N+](=O)[O-])cc2Cl)cc1OC	5	10	5	-1	-1	-9	2	-1.1
COc1ccc(NC(=O)CCNS(=O)(=O)c2ccc(Cl)c([N+](=O)[O-])c2)cc1S(N)(=O)=O	1	13	5	-8	5	3	-14	0.0
Cc1ccc(C(=O)N/N=C/c2ccc(-c3ccccc3[N+](=O)[O-])o2)cn1	8	2	30	2	-13	29	65*	1.0
